Pf gametocyte = late stage P. falciparum gametocyte viability inhibitors, primary screen, ATP luminescence, HTS. P. falciparum stage V gametocytes, 24 h. 0.065% of 150,000 active. AID 743093, 2013. inhibition, % at 10.9 µM;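 active = inhibition above the mean plus 3 SD of compounds within the control limits, set per campaign, cut at about 38% in these data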;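 note: 0% = DMSO wells and 100% = medium only without gametocytes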
Mcl1-Noxa inh = Mcl-1/Noxa binding inhibitors, primary screen, biochemical, TR-FRET, 1536-well | 1.5% of 220,000 active | Induced myeloid leukemia cell differentiation protein Mcl-1 (Homo sapiens), Q07820 | TR-FRET Mcl-1/Noxa peptide binding, 2 h | inhibition, % at 21.7 µM;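 active = compounds that cut the protein-peptide binding signal by more than 50% relative to plate controls in a single-dose test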;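 note: His-tagged Mcl-1 with rhodamine Noxa BH3 peptide and terbium anti-His antibody; 0% = Mcl-1 plus Noxa peptide wells and 100% = peptide-only wells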
Target sequence (Q07820 whole entry, looked up): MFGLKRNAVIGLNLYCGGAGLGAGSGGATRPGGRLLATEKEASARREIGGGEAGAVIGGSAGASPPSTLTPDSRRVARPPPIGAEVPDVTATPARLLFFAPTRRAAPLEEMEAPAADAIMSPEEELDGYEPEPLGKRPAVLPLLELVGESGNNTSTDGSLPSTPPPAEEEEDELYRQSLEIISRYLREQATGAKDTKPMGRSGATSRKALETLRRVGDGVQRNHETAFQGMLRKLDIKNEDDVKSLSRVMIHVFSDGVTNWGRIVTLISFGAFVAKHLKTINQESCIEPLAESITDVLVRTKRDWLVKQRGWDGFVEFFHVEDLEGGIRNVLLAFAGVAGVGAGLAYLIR
HRas wt GTP = modulators of GTP binding to HRas wildtype, primary screen, biochemical, bead-based flow cytometry, multiplex | GTP binding activity, % at 10 µM | GST-Ras wt beads, Bodipy-FL-GTP binding; actives lie on both sides | GTPase HRas (Homo sapiens), P01112 | 0.14% of 190,000 active | AID 759, 2007;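 active = GTP binding activity at least 20% away from the 100% baseline, either lowered as inhibitor or raised as activator; inconclusive = flagged as likely green fluorescent, judged across all proteins in the well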;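 note: 0% = unlabeled GTP competition control and 100% = no-compound control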
Target sequence (P01112 whole entry, looked up): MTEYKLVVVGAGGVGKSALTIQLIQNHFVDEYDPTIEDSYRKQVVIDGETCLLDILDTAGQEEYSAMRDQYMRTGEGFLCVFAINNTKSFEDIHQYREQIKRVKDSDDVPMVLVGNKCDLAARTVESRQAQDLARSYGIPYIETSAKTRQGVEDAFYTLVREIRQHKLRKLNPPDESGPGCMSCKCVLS
Rac1 wt GTP bind = wildtype Rac1 GTP binding modulators, primary screen, biochemical, GST-Rac1 beads, flow cytometry, multiplex | Ras-related C3 botulinum toxin substrate 1 (Homo sapiens), P63000 | fluorescent GTP binding; actives lie on both sides; 0 = cold GTP competed, 100 = untreated | GTP binding activity (% of control), % at 10 µM | 0.27% of 190,000 active | AID 757, 2007;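 active = GTP binding activity at least 20 points away from the 100% control level, either lower or higher; inconclusive = compound flagged as likely green fluorescent, judged across all proteins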
Mcl-1 Bim block = inhibitors of Bim peptide binding to Mcl-1, primary screen, biochemical, bead-based flow cytometry, multiplex; Induced myeloid leukemia cell differentiation protein Mcl-1 (Homo sapiens), Q07820; inhibition, % at 10 µM; 0.1% of 190,000 active; Bim peptide-Mcl-1 binding; in the data active = inhibition above about 40%;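 note: 0% = no compound tracer wells and 100% = peptide blocker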
Rab2A wt mod = modulators of GTP binding to Rab2A wildtype, primary screen, biochemical, dog, bead-based flow cytometry, multiplex. Ras-related protein Rab-2A (Canis lupus familiaris), P61105. GST-Rab2 wt beads, Bodipy-GTP binding. GTP binding activity, % at 10 µM. 0.19% of 190,000 active. AID 760, 2007;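 active = GTP binding activity at least 20 points away from 100%, either lowered or raised; inconclusive = signal likely due to the compound's own green fluorescence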;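 note: 0% = beads with excess unlabeled GTP and 100% = no-compound control corrected for plate trend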
Cdc42 wt = modulators of GTP binding to wildtype Cdc42, primary screen, biochemical, multiplex bead flow cytometry, Bodipy-GTP. Cell division control protein 42 homolog (Homo sapiens), P60953. 0.2% of 190,000 active. GST-Cdc42 beads; actives lie on both sides. AID 761, 2007. percent activity (GTP binding), % at 10 µM;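 active = percent activity GTP binding at least 20 points away from the 100% baseline, either down as inhibitor or up as activator; inconclusive = compound flagged as likely green fluorescent from well-wide comparison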;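 note: median bead fluorescence of bound Bodipy-FL-GTP at 100 nM; 0% = excess unlabeled GTP control and 100% = no compound control; below 100% means less GTP binding so inhibitor and above means activator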
Target sequence (P60953 whole entry, looked up): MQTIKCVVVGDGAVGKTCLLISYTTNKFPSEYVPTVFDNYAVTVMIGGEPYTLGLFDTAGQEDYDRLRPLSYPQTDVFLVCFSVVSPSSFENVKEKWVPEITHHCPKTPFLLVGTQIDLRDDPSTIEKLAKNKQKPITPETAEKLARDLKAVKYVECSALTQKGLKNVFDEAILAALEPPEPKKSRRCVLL
Mcl1-Bid inh = Mcl-1/Bid binding inhibitors, primary screen, biochemical, TR-FRET, 1536-well. inhibition, % at 21.7 µM. TR-FRET Mcl-1/Bid-Dy647 peptide binding. AID 1021, 2008. 0.97% of 220,000 active. Induced myeloid leukemia cell differentiation protein Mcl-1 (Homo sapiens), Q07820;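 active = compounds that cut the binding signal by more than half at the single screening dose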;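 note: His-tagged Mcl-1 with europium anti-His antibody binding Bid BH3 peptide; 0% = Mcl-1 plus peptide wells and 100% = peptide-only wells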
Avidin fluor = green autofluorescence of compounds with avidin beads – biophysical, 488/530 nm, flow cytometry, artefact control, profiling panel; compound fluorescence 488/530 nm; hits give high values; fluorescence (KMESF) at 10 µM; 0.38% of 220,000 active; AID 1775, 2009; in the data active = fluorescence above about 47; note: inactives centre near 10
Rac1 mut GTP = GTP binding modulators of activated mutant Rac1, primary screen, biochemical, bead-based flow cytometry, multiplex, fluorescent GTP; percent activity (GTP binding), % at 10 µM; AID 764, 2007; GST-Rac1 activated beads; actives lie on both sides; 100% means binding = to untreated wells; 0.11% of 190,000 active; Ras-related C3 botulinum toxin substrate 1 (Homo sapiens), P63000;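 active = GTP binding at least 20 percentage points away from the 100% baseline, in either direction, so actives lie on both sides; inconclusive = Compound likely fluorescent itself, or too few beads counted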
Rab7 wt modul = modulators of GTP binding to Rab7, primary screen, biochemical, wildtype, multiplex bead flow cytometry; GST-Rab7 beads, fluorescent GTP binding; actives lie on both sides; untreated = 100%, excess cold GTP = 0%; GTP binding activity (percent of control), % at 10 µM; 0.055% of 190,000 active; AID 758, 2007;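 active = fluorescent GTP binding to Rab7 beads changed by at least 20 points from the 100% baseline, either direction, mostly lower; inconclusive = compound itself probably fluorescent, or too few beads counted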;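 note: median green fluorescence of bound Bodipy-FL-GTP per Rab7 bead population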
The depositor's hits bear a star; u = inconclusive; x = no result given.

SMILES	Pf gametocyte	Mcl1-Noxa inh	HRas wt GTP	Rac1 wt GTP bind	Mcl-1 Bim block	Rab2A wt mod	Cdc42 wt	Mcl1-Bid inh	Avidin fluor	Rac1 mut GTP	Rab7 wt modul
CC(C)c1ccc(S(=O)(=O)/N=C2/C=C(Sc3ncn[nH]3)C(=O)c3ccccc32)cc1	x	105*	95	98	27	97	97	49	6	94	92
c1ccc(-c2nnc(-c3c[nH]c4ccccc34)nc2-c2ccccc2)cc1	15	14	104	110	0	101	101	-25	6	100	103
COc1ccc(CCNC(=O)CCc2ccc(S(=O)(=O)NCC(C)C)cc2)cc1	6	7	102	104	-3	99	99	-35	4	101	97
CC(C)[N+]1(C)[C@@H]2CC[C@H]1CC(OC(=O)C(CO)c1ccccc1)C2 (some centres not stated)	x	9	99	100	2	98	102	-8	7	101	100
NC(=O)Nc1ccc(Oc2c(F)c(F)c(F)c(F)c2F)cc1	x	-6	100	100	-3	100	94	10	30	98	100
c1cc2c(cc1OCCNC1CCCC1)CCC2	x	24	100	98	1	103	99	13	9	92	106
CCSc1nc2ccc(N3C(=O)C4C5C=CC(C5)C4C3=O)cc2s1 (configuration not stated)	-5	7	99	102	-3	101	101	-13	10	101	99
O=c1[nH]c2cc3c(cc2cc1C(c1nnnn1CC1CCCO1)N1CCCC1)OCO3 (configuration not stated)	x	9	100	100	-2	99	101	-5	31	96	96
O=C(NC(=S)Nc1ccc(N2CCOCC2)cc1)c1cccs1	-12	-1	98	98	0	98	95	-60	6	95	104
O=C(CCCCn1c(=O)c2ccccc2n(CC(=O)Nc2ccccc2)c1=O)NCc1ccco1	-7	8	98	97	0	97	99	-16	35	95	96
FC(F)(F)c1nnc2sc(-c3cccs3)nn12	-9	-18	94	94	0	94	95	-5	8	95	96
CCn1nc(NC(=O)c2ccncc2)c2cc3cc(C)ccc3nc21	-4	12	96	99	-1	98	97	-17	29	100	96
O=C(c1ccncc1)c1ccc(N2CCN(C3CC(=O)N(Cc4ccccc4)C3=O)CC2)cc1 (configuration not stated)	x	-2	101	104	-2	102	105	-26	17	100	101
O=C(CN1C(=O)NC2(CCCCCCC2)C1=O)NC(=O)NCc1ccco1	-5	13	101	106	0	103	101	-20	14	96	99
CCCC(=O)Nc1ccc(C(=O)Nc2cccc(OC)c2)cc1	1	26	105	105	-1	105	104	-33	8	104	106
Cc1ccc(NC(=O)N2CCN(C/C=C/c3ccccc3)CC2)cc1	2	16	101	103	2	95	102	-14	11	95	106
COc1ccc(OCC(=O)N/N=C(\C)c2cc3ccccc3o2)cc1	22	5	97	99	-5	98	99	-11	12	94	96
O=C(CSc1nc2sc3c(c2c(=O)[nH]1)CCCC3)NCCO	x	11	98	101	-5	94	97	12	25	94	99
Cc1ccc(CN2CCNC(=O)C2CC(=O)N(C)CCc2ccccc2)cc1 (configuration not stated)	-10	-2	95	96	-3	95	98	4	1	94	98
CCOC(=O)COc1ccc(C(=O)c2ccccc2)c(O)c1	x	7	98	99	-5	95	98	-3	8	99	94
COC(CN1C(=O)C(O)=C(C(C)=O)C1c1ccccn1)OC (configuration not stated)	x	-1	103	105	-5	101	102	-23	22	100	100
O=C(NNC(=O)c1ccncc1)NC1CCCCC1	4	-22	97	102	-1	93	95	-44	14	93	96
O=C(C1CCN(S(=O)(=O)c2cccnc2)CC1)N1CCCCC1	x	3	101	105	0	101	102	-2	5	100	99
Cc1[nH]nc2c1C(c1ccco1)C(C#N)=C(N)O2 (configuration not stated)	x	5	95	99	-1	97	98	-19	10	95	93
CCc1ccccc1NC1=NCC(=O)N1Cc1ccc2c(c1)OCO2	x	-6	100	109	-3	99	107	-5	29	98	96
Later entries.
SMILES	Pf gametocyte	Mcl1-Noxa inh	HRas wt GTP	Rac1 wt GTP bind	Mcl-1 Bim block	Rab2A wt mod	Cdc42 wt	Mcl1-Bid inh	Avidin fluor	Rac1 mut GTP	Rab7 wt modul
CC1(C(=O)NC2CCCCCCC2)CCC(=O)N1Cc1ccco1 (configuration not stated)	x	8	101	112	-5	101	106	3	27	100	99
COc1ccccc1NC(=S)N(Cc1ccco1)Cc1cc2ccc(C)c(C)c2[nH]c1=O	-29	3	102	105	-5	101	103	-36	11	100	102
NC1=NC2(CCCCC2)N(c2ccc(F)cc2F)C(N)=N1	-14	-9	98	100	-1	99	97	-21	11	96	104
Cn1nc(-c2ccc(Cl)cc2)c2cc(C(=O)NCC3CCCO3)sc21 (configuration not stated)	x	3	84	80	5	81	84	16	8	91	84
Cc1ccc(S(=O)(=O)NC(=O)c2ccc(Br)o2)c(C)c1	x	14	99	101	3	98	99	2	10	99	102
CCC(=O)N1CCN(c2ccc(NC(=S)NC(=O)c3ccc(OC)c([N+](=O)[O-])c3)cc2)CC1	-2	13	u	u	0	u	u	-57	6	u	u
COc1ccccc1OCc1csc(N)n1	7	-5	96	95	1	97	94	-26	20	94	98
N#Cc1c(C(F)(F)F)cc(C2CC2)nc1N1CCCC1	-21	30	100	102	-2	100	98	4	16	96	97
Cc1ccccc1CSc1nnc(-c2ccncc2)o1	-11	2	99	97	0	99	102	-37	9	95	105
CCNC(=S)N/N=C1\CCCCc2ccccc21	-56	14	101	103	-7	99	98	-74	2	97	106
CCCc1cc(=O)[nH]c(SCC(=O)Nc2sc3c(c2C#N)CCC(C)C3)n1 (configuration not stated)	x	15	92	93	-1	92	91	-68	8	92	92
CN1CCN(NC(=O)CSc2ccc(Cl)cc2Cl)CC1	-7	-5	103	112	-1	97	100	-5	14	102	99
CCOC(=O)c1cc(CC)sc1/N=C/C1=C(O)CC(C)(C)CC1=O	x	13	98	101	-4	98	99	-40	16	98	103
CCCN1CCC(NC(=O)Nc2ccccc2C(=O)OC)CC1	-10	25	103	107	1	104	105	-4	14	101	104
Cc1ccc(NC(=O)C2(C)Cc3ccccc3C(=O)O2)cc1 (configuration not stated)	-9	12	98	104	3	103	98	-8	9	95	106
Cc1sc(-n2c(C)cc(/C=N/n3cnnc3)c2C)c(C#N)c1C	x	1	100	97	-7	97	100	-10	15	96	94
CCCCNC(=O)c1onc(CSc2cc(C)cc(C)c2)c1C(=O)O	x	15	96	94	0	94	95	11	12	93	96
Cn1cccc1/C=N/NC(=O)Cc1cccc2ccccc12	x	12	96	102	0	96	99	-40	8	91	94
Cc1cccc(-n2c(SCC(=O)NCc3ccco3)nc3ccccc3c2=O)c1	-4	x	97	92	-1	94	96	-6	11	93	96
O=C(NC1CCCC1)C(c1ccc(N2CCOCC2)cc1)N(Cc1ccccc1)C(=O)c1ccco1 (configuration not stated)	x	10	102	104	-2	101	102	-22	11	99	104
COc1ccc(CNC(=O)COC(=O)/C=C/c2ccc(Cl)cc2)cc1	21	10	90	91	-2	87	89	-15	9	85	103
CCN(CC(=O)Nc1ccc(OC)c(OC)c1)S(=O)(=O)c1ccc(C)cc1	23	0	98	100	-1	97	100	-15	8	98	98
O=C(CC1C(=O)NCCN1Cc1ccccc1C(F)(F)F)NCCn1cccn1 (configuration not stated)	13	5	101	102	1	100	99	-28	12	96	106
O=C(CN1CCN(c2ccccc2O)CC1)Nc1cc([N+](=O)[O-])ccc1Cl	-43	67*	94	97	-2	94	92	-25	10	95	97
CCOC(=O)Cc1csc(-n2sc3ccccc3c2=O)n1	3	68*	102	106	-5	103	102	-43	6	98	101
(cont.)
SMILES	Pf gametocyte	Mcl1-Noxa inh	HRas wt GTP	Rac1 wt GTP bind	Mcl-1 Bim block	Rab2A wt mod	Cdc42 wt	Mcl1-Bid inh	Avidin fluor	Rac1 mut GTP	Rab7 wt modul
Cc1[nH]c2ccccc2c1/C=N/Nc1ccc([N+](=O)[O-])cc1S(=O)(=O)Nc1ccc(Cl)cc1	x	51*	105	106	-2	105	101	-13	24	101	109
CCN(CC)S(=O)(=O)c1ccc2[nH]c(=O)cc(C(=O)Nc3ccc(C)cc3)c2c1	-7	8	98	103	1	98	97	-22	25	98	103
CCOc1ccc(CNC(=O)CCc2cn(Cc3ccccc3)c3ccccc23)cc1	x	-6	99	102	0	99	100	-12	6	98	102
CN1N=C(C(F)(F)F)CC1=O	-27	10	99	102	-2	99	98	-28	21	98	100
COc1ccc(CCNC(=O)CSc2nnc3ccc(-c4cccnc4)nn23)cc1	13	4	96	98	0	96	96	-1	9	97	102
c1csc(-c2ccnc3ncnn23)c1	-8	1	u	u	2	u	u	-1	5	u	u
CC1CN(Cc2nc3c(c(=O)n(C)c(=O)n3C)n2CC(O)CO)CC(C)O1 (configuration not stated)	-6	6	104	110	2	103	109	20	7	104	99
CCOC(=O)c1sc2nc(CN3CCN(c4cccc(C(F)(F)F)c4)CC3)[nH]c(=O)c2c1C	12	-18	93	96	0	91	95	10	8	90	96
O=C(OCc1cnc(Cl)s1)c1cccs1	-10	10	96	97	0	95	95	-14	9	96	101
COc1cc(C(C)=O)ccc1COc1ccc(C(=O)OCC(=O)NC(C)(C)C)cc1OC	17	10	102	103	0	102	105	-4	12	101	104
CCOC(=O)C1CCCN(S(=O)(=O)c2cc(OCC(N)=O)c(C)cc2Cl)C1 (configuration not stated)	x	19	100	101	0	101	97	-8	39	98	100
O=C1CCCCCN1CSc1nc2ccccc2s1	x	10	102	104	0	99	99	-31	17	96	103
Cc1ccc(C2CC2C(=O)NNC(=S)Nc2cccc(C)c2)cc1 (configuration not stated)	-24	-44	93	98	2	94	94	-52	6	94	94
CCCn1c(CC)nc([N+](=O)[O-])c1Sc1ccc(C)cc1	-46	10	94	96	0	89	94	-22	23	93	92
Cn1nnnc1SCc1nnc(-c2ccc(Cl)cc2)o1	x	-3	98	98	-1	96	97	-38	33	95	94
O=C(Nc1nc(-c2cc3ccccc3o2)cs1)c1ccc(S(=O)(=O)N2CCCC2)cc1	15	-7	101	104	-2	97	100	-24	5	98	101
CCCN1CCN(C(=O)c2ccc(Sc3ccc(C)cc3)c(NC(C)=O)c2)CC1	x	4	93	94	-4	95	94	-9	22	93	92
Cc1ccc(NC(=S)N(CCCN2CCCC(C)C2)Cc2ccco2)cc1C (configuration not stated)	4	-1	96	100	2	95	97	-10	12	96	94
CCOc1ccc(-c2nnn(CC(=O)NCc3ccccc3)n2)cc1	x	-3	98	98	1	95	97	6	23	96	98
Cc1sc2ncnc(SCC(=O)NNC(=O)c3ccco3)c2c1C	5	2	95	96	0	93	92	-6	11	94	103
